CHRM4 antagonist – CHRM4 antagonism in calcium assay; P08173; CHO-hM4 cells, ACh EC80, Fluo-8 calcium fluorescence; inhibition, % at 3 µM; actives 0.73% (n = 360,000);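 active means inhibition above its plate's cutoff, the mean inhibition of sample wells plus 3 SD, cut at about 27% in these data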;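 further: 0% = acetylcholine EC80 with DMSO and 100% = DMSO without agonist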
Target sequence (P08173 whole entry, looked up): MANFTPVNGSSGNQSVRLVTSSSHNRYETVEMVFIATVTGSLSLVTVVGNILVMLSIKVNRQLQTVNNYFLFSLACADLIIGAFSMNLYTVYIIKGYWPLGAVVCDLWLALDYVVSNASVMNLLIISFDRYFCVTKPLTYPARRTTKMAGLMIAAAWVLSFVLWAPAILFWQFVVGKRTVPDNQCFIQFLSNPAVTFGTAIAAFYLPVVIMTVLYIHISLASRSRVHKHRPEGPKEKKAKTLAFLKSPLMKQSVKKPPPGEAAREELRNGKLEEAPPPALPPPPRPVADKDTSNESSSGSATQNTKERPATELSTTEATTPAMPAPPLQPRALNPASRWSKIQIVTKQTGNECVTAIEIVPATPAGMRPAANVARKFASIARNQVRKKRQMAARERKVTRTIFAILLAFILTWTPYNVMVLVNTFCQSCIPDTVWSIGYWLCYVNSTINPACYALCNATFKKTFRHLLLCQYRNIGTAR
CHRM4 PAM – CHRM4 positive allosteric modulation | actives 0.4% (n = 360,000) | CHO-K1 hM4/Gqi5, Fluo-8 calcium fluorescence, ACh EC20; 0% = ACh EC20, 100% = maximal ACh | activation, % at 3 µM | P08173 | AID 624126;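 active means activation above its plate's cutoff, the mean activation of sample wells plus 3 SD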; further: some results filed as inactive read as strong as hits
M4 ag – CHRM4 agonism in calcium assay. P08173. CHO-K1 hM4/Gqi5, Fluo-8 calcium fluorescence; vehicle 0%, full acetylcholine response 100%. activation, % at 3 µM. actives 0.14% (n = 360,000). AID 624127;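 active means activation above the run mean over all test wells plus 3 SD, cut at about 32% in these data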;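 further: peak over basal fluorescence ratio per well then scaled between controls; 0% = DMSO wells and 100% = acetylcholine at EC100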
M5 antag – blocks acetylcholine activation of human M5 receptor | actives 0.59% (n = 360,000) | inhibition, % at 3 µM | P08912 | CHO-hM5 cells, Fluo-8 calcium fluorescence, ACh EC80 | AID 624040;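 active means inhibition above a per-plate cutoff, the mean of that plate's test compounds plus 3 SD, cut at about 27% in these data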;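 further: 0% = acetylcholine EC80 with DMSO and 100% = DMSO without agonist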
CHRM5 PAM – CHRM5 positive allosteric modulation; activation, % at 3 µM; AID 624038; CHO-K1 hM5, Fluo-8 calcium, ACh EC20 PAM; 0% = ACh EC20, 100% = ACh EC100; actives 0.3% (n = 360,000);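 active means activation above the run cutoff, the mean activation of all test compounds plus 3 SD, cut at about 18% in these data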
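System – CHO-K1 hM5 cells · Compound – 3 µM, single dose · Incubation – compound preincubation 140 s before EC20 acetylcholine addition · Technique – Fluo-8 calcium fluorescence · Measure – Max/basal fluorescence ratio as % of EC20–EC100 ACh window · Benchmarks – low control EC20 acetylcholine (0%), high control EC100 acetylcholine (100%) · Replication – singlicate, one well per test compound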
CHRM1 PAM – positive allosteric modulators of human M1 muscarinic receptor; P11229; CHO-K1 hM1, Fluo-8 calcium fluorescence, ACh EC20; 0% = ACh EC20, 100% = maximal ACh; activation, % at 3 µM; actives 0.088% (n = 360,000); AID 588819; in the data active means activation above about 19%, passing the limit was not always enough
Target sequence (P11229 whole entry, looked up): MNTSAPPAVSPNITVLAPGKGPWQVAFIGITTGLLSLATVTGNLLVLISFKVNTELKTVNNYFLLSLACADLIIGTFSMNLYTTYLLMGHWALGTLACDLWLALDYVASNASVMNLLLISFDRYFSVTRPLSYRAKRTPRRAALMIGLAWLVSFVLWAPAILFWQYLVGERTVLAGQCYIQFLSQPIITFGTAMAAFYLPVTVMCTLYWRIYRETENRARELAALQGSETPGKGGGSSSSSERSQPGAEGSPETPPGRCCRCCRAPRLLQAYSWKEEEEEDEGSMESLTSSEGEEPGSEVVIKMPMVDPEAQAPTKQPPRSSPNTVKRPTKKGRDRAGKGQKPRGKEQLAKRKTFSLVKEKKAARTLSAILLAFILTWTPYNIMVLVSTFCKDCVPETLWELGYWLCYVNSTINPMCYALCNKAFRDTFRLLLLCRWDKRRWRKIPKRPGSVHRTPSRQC
CRFBP-R2 block – CRF-BP/CRF-R2 complex antagonism; inhibition, % at 11.8 µM; HEK293 CRF-R2/CRF-BP, CRF-induced calcium fluorescence; actives 0.59% (n = 350,000);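 active means inhibition of the ligand-induced calcium signal above about 50% at the single tested concentration, limit read from the data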
M5 ag – agonists of human muscarinic M5 receptor (CHRM5); actives 0.19% (n = 360,000); P08912; activation, % at 3 µM; CHO-K1 hM5 cells, Fluo-8 calcium fluorescence; 0% DMSO wells, 100% maximal acetylcholine response;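 active means activation above the run's mean over test compounds plus 3 SD, cut at about 23% in these data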;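 further: signal is peak over basal fluorescence ratio across the kinetic read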
CRFBP-R2 agonist – agonists of human CRF-binding protein/CRF-R2 receptor complex. AID 588473. HEK293 CRF-R2/CRF-BP, calcium dye fluorescence (FLIPR); percent of saturating CRF peptide response. activation, % at 13.2 µM. actives 0.46% (n = 350,000);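 active means activation of at least 50%, plus an integration ratio under a set limit after plate pattern correction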;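 further: plate controls were neutral control wells without compound for no effect and CRF at EC100 for full effect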
* = called active by the depositor; . = no result given. Random draw from the library; any-hit rate near 2.6%.

Every second line gives: CHRM4 antagonist | CHRM4 PAM | M4 ag | M5 antag | CHRM5 PAM | CHRM1 PAM | CRFBP-R2 block | M5 ag | CRFBP-R2 agonist
C[C@@H]1C(=O)O[C@H]2[C@H](O)[C@@]34[C@H]5C[C@@H](C(C)(C)C)[C@]36[C@@H](OC(=O)[C@@H]6O)O[C@@]4(C(=O)O5)[C@@]12O
→ 0 | 7 | 0 | 11 | -1 | 7 | 2 | 1 | 0.1
CCOc1ccc(OCC)c(NC(=O)CN2CCN(c3cccc(C)c3C)CC2)c1
→ -2 | 2 | 0 | -7 | 4 | 0 | 6 | 1 | 1.3
CCCCC(C)n1[nH]c(=O)cc1N (configuration not stated)
→ 7 | 5 | 0 | 4 | -1 | -5 | -3 | -2 | -0.3
Cc1nnc(NC(=O)c2oc3ccccc3c2C)s1
→ 1 | 5 | 2 | 18 | -6 | 10 | -16 | -3 | 0.4
CCN1C[C@@H]2[C@@H]3C(=O)N(C)C(=O)[C@@H]3[C@](CC)(C1=O)N2C(=O)c1ccc(F)cc1
→ 0 | 9 | 0 | 10 | 1 | 5 | 8 | 1 | -1.8
COC(=O)c1cccc(C(=O)N2CCCC(Nc3ccc(C)c(C)c3)C2)c1 (configuration not stated)
→ -4 | 1 | 1 | -5 | 0 | 7 | -17 | -3 | -0.3
O=C(NC1CCCCCC1)c1[nH]c(C(F)(F)F)nc1-c1ccccc1
→ -6 | 0 | 6 | 3 | -3 | -2 | . | 4 | .
COc1ccc(OC)c(NC2=NC3(CCCC3)N=C(N)N2)c1
→ -2 | 10 | 0 | -8 | 1 | 1 | 0 | -5 | -1.1
N#Cc1c(Nc2ccccc2)[n+]([O-])c2ccc(Cl)cc2[n+]1[O-]
→ -4 | 5 | 4 | 0 | 6 | 7 | -4 | 2 | 7.5
COc1ccc(CCC(=O)NC(C)C2CCCO2)cc1 (configuration not stated)
→ -24 | 4 | 2 | 6 | 1 | 8 | -7 | -8 | 2.6
CCc1ccc(C(=O)CN2C(=O)NC3(CCCCCC3)C2=O)cc1
→ 3 | 1 | 2 | -1 | 0 | 8 | -28 | -5 | -2.3
O=c1c2c(nc3cc(-c4ccccc4)[nH]n13)CCS2
→ 16 | -2 | 0 | 7 | -4 | 4 | 13 | 1 | 0.8
Cc1ccc([C@H]2C[C@@H](n3cc(-c4ccc(F)cc4)nn3)[C@H](O)CN2C(=O)C2CCCCC2)cc1
→ -22 | 8 | 1 | 5 | 2 | 12 | 4 | -2 | -1.1
O=C(CN1C(=O)S/C(=C\C=C\c2ccccc2)C1=O)Nc1ccc(C(=O)O)cc1
→ 13 | -4 | -1 | -14 | 8 | 11 | 5 | 3 | 0.9
CCn1cc([N+](=O)[O-])c(C(=O)N2N=C(c3ccc(O)c(OC)c3)CC2c2ccccc2O)n1 (configuration not stated)
→ 3 | -1 | 6 | 15 | -4 | -5 | -14 | 3 | -0.6
COc1ccccc1CCNC(=O)c1c(N)[nH]c(C(=O)c2ccccc2)c1-c1ccc(Br)cc1
→ -2 | -4 | 0 | 15 | -6 | . | . | 2 | .
COCc1cc(C)nc(OCC(=O)N/N=C/c2ccc(-c3cc([N+](=O)[O-])ccc3Cl)o2)c1C#N
→ -10 | 3 | 1 | 6 | -10 | 5 | 41 | -3 | -4.0
CCOC(=O)c1c(NC(=O)c2cccs2)sc2c1CCCC2
→ 5 | 0 | 0 | 6 | -3 | -2 | 4 | -4 | 0.4
CC(C)N(Cc1ccccc1)C(=O)COC(=O)C1CCN(c2ccc(C(F)(F)F)cn2)CC1
→ -1 | -6 | 1 | 2 | 2 | 1 | -2 | -5 | 4.2
CS(=O)(=O)N1CCN(c2ccc(NC(=O)c3ccc([N+](=O)[O-])o3)cc2)CC1
→ 6 | -1 | 2 | 5 | 4 | 3 | -3 | 3 | 1.3

Further results follow.
smiles | CHRM4 antagonist | CHRM4 PAM | M4 ag | M5 antag | CHRM5 PAM | CHRM1 PAM | CRFBP-R2 block | M5 ag | CRFBP-R2 agonist
O=C(CNC(=O)c1cccc(F)c1)N/N=C/c1ccc(O)c([N+](=O)[O-])c1 | -4 | 3 | 1 | 0 | 2 | 9 | -6 | -2 | -1.2
COc1ccc(N(C(=O)/C=C/c2ccccc2)C2=CC3CCC(C2)N3C)cc1 (configuration not stated) | 16 | 9 | 3 | 3 | 11 | 9 | -5 | -14 | 4.8
COC(=O)C1=CN(CC2CCCO2)C=C(C(=O)OC)C1c1ccsc1 (configuration not stated) | 16 | 7 | 0 | 23 | -4 | 2 | -3 | -3 | -1.6
COC(=O)C1C2OC(C(Br)C2Br)C1C(=O)OC (configuration not stated) | -6 | 2 | 0 | 6 | -2 | 7 | -11 | 0 | 0.0
Cc1ccccc1N1CC(C(=O)Nc2nnc(SCc3cccnc3)s2)CC1=O (configuration not stated) | 13 | -4 | 1 | -8 | -8 | 1 | 3 | -2 | -0.5
COc1cccc2cc(C(=O)N3CCN(C45CC6CC(CC(C6)C4)C5)CC3)c(=O)oc12 | 24 | -11 | 2 | 0 | 7 | -14 | -3 | -14 | 4.5
O=C(Nc1n[nH]c(C(F)(F)F)n1)c1cccs1 | -4 | 16 | 0 | -6 | 8 | 7 | 6 | 0 | -1.3
Cc1ccc(CNC(=O)COC(=O)CCC(=O)c2cccs2)cc1 | -3 | 2 | 1 | 6 | 1 | 11 | -1 | 0 | -2.3
Cc1csc(=O)n1CC(=O)OCc1nnc(-c2ccc(Cl)cc2)o1 | -10 | 19 | 1 | -1 | -2 | 7 | -7 | -1 | -0.8
CCN1CCN(c2ccc(S(=O)(=O)N3CCOCC3)cc2NC(=O)/C=C/c2ccc(C)cc2)CC1 | 9 | 6 | 0 | 2 | 2 | 6 | -9 | 0 | -0.9
CN(C)C(CNC(C(=O)Nc1ccc(F)cc1)c1ccccc1)c1ccccc1 (configuration not stated) | 15 | -16 | 2 | 14 | -17 | -31 | -9 | -6 | -1.7
CCOC(=O)N1CCN(c2ccnc3cc(Cl)ccc23)CC1 | 77* | -23 | 6 | 13 | -15 | -38 | -2 | -5 | -0.6
O=C(CCC1CCCC1)NNC(=O)c1cc2ccccc2cc1O | 7 | 0 | 1 | 13 | -1 | 8 | -2 | 0 | 0.7
CC(c1ccccc1F)n1cc(C(=O)NCCc2ccco2)nn1 (configuration not stated) | -2 | 8 | 0 | -5 | 3 | -7 | 18 | -9 | -1.4
Cc1cc(C)n(-c2cc(C(=O)O)cc(C(=O)O)c2)n1 | -2 | 1 | 1 | 2 | -8 | 5 | 0 | -6 | 0.2
Cc1cccc(NN=C2c3ccccc3-c3ccccc32)c1 | 8 | -6 | -1 | 5 | -7 | 2 | -40 | -1 | -3.5
COc1ccccc1CN1CC(=O)N2CSC[C@H]2C1=O | 3 | 1 | 0 | 10 | -4 | -1 | 2 | -2 | -0.2
Cn1cc([N+](=O)[O-])c(C(=O)N2CCCCCC2)n1 | 1 | 4 | 1 | 3 | -2 | 6 | 10 | -2 | -0.9
CN1/C(=C\C(=O)CN2C(=O)NC3(CCCCCC3)C2=O)C(C)(C)c2ccccc21 | 7 | -8 | 10 | 7 | 2 | -5 | -50 | -2 | 3.4
CCN(C[C@H]1N[C@@](CC)(C(=O)OC)[C@H]2C(=O)N(C)C(=O)[C@@H]12)S(=O)(=O)c1ccccc1 | -24 | -1 | 2 | -10 | -1 | 0 | -10 | 0 | -0.4
COc1ccccc1CNC(=O)CCCNC(=O)c1ccc(Cl)cc1 | 0 | 3 | 1 | -2 | 5 | 15 | 0 | -1 | -0.8
O=C(Nc1ccc(O)cc1)c1ccc2c(c1)C(=O)N(Cc1cccnc1)C2=O | -22 | 5 | 0 | -19 | 3 | 7 | 11 | -1 | -3.5
Cn1c(=O)c2c(SCC(=O)N3CCN(c4ccccc4)CC3)nc(C3CC3)nc2n(C)c1=O | 1 | 4 | 2 | -3 | 5 | 8 | 4 | 3 | 1.6
CN(CCC#N)C(=O)c1ccc(CNS(=O)(=O)c2ccc(F)cc2)cc1 | 7 | -1 | 1 | 9 | -9 | 9 | -21 | -4 | -1.9
Cc1cccc(C)c1NC(=O)C(c1ccccc1)n1c(=O)c(-c2cc3ccccc3[nH]2)nc2ccccc21 (configuration not stated) | -5 | 4 | 4 | -5 | 6 | . | . | 4 | .
Nc1nnc(Cc2ccc(Cl)cc2)s1 | -7 | 2 | 0 | -1 | 1 | 3 | 4 | -1 | -0.2
COc1cccc(CNC(=O)Cc2ccc(-n3c(=O)[nH]c4ccccc4c3=O)cc2)c1 | 5 | 4 | 2 | 0 | 0 | 8 | -7 | -1 | -0.5
Cc1cccc(C)c1NC(=O)C(c1ccc(C#N)cc1)n1c(=O)c(-c2cc3ccccc3[nH]2)nc2ccccc21 (configuration not stated) | 12 | -1 | 2 | 6 | 1 | . | . | 1 | .
Fc1ccc(-n2cnnn2)c(F)c1 | 6 | -1 | 0 | 4 | -4 | 11 | 0 | 0 | 9.1
CC(C)Cn1cc(-c2cccc3nccn23)cn1 | -11 | 10 | 1 | 2 | -1 | 5 | . | -1 | .
CCOC(=O)c1ccc(NC(=O)CN2C(=O)CSCC2=O)cc1 | 5 | -5 | 1 | 6 | -2 | 3 | 0 | 2 | 0.4
O=C(Cc1cccc2ccccc12)Nc1ccc(OC(F)F)c(Cl)c1 | 2 | -8 | 6 | 16 | -14 | -9 | 2 | -5 | -0.8

Copied from the list:
CCOC(=O)c1ccc(NC(=O)CN2C(=O)CSCC2=O)cc1 in M4 ag is entered as 1
Nc1nnc(Cc2ccc(Cl)cc2)s1 in CHRM1 PAM is entered as 3
CC(C)Cn1cc(-c2cccc3nccn23)cn1 in CHRM4 PAM is entered as 10
Cc1cccc(C)c1NC(=O)C(c1ccc(C#N)cc1)n1c(=O)c(-c2cc3ccccc3[nH]2)nc2ccccc21 (configuration not stated) in CHRM4 PAM is entered as -1

Single records, from the list above. Screens in order: CHRM4 antagonist, CHRM4 PAM, M4 ag, M5 antag, CHRM5 PAM, CHRM1 PAM, CRFBP-R2 block, M5 ag, CRFBP-R2 agonist
Listed for `Cc1ccccc1N1CC(C(=O)Nc2nnc(SCc3cccnc3)s2)CC1=O` (configuration not stated) = 13, -4, 1, -8, -8, 1, 3, -2, -0.5
Listed for `N#Cc1c(Nc2ccccc2)[n+]([O-])c2ccc(Cl)cc2[n+]1[O-]` = -4, 5, 4, 0, 6, 7, -4, 2, 7.5
Listed for `CCOC(=O)c1ccc(NC(=O)CN2C(=O)CSCC2=O)cc1` = 5, -5, 1, 6, -2, 3, 0, 2, 0.4
